# High-throughput results: PubChem BioAssay, National Center for Advancing Translational Sciences (NCATS)
# Coupling enz – counter-screen for Giardia aldolase inhibitors: coupling enzyme system. AID 2472. coupling enzyme system counterscreen, AmpLite Red fluorescence. activity change, negative = inhibition, % at 58.2 µM, hits read low. 290,000 tested, 0.67% active; in the data active = activity change below about -30%; note: % is set by controls: 0 for no effect and ±100 for the full control effect
#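 First, compound is pin-transferred into glyceraldehyde-3-phosphate coupling-enzyme reagent at 57.5 uM final and held 10 min at RT. Next, substrate, coupling system and AmpLite Red are added. After 20 min RT, fluorescence (525/598 nm) is read.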
# hERG WT inh – inhibitors of human wildtype KCNH2 potassium channel; activity change, % at 1.84 µM; Q12809; 340,000 tested, 0.37% active; U2OS, BacMam KCNH2, thallium flux FluxOr; hits give low values;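 active = maximum activity change below -70%; inconclusive = maximum activity change between -70% and -50%; inactive = maximum activity change above -50%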; note: % is set by controls: 0 for no effect and ±100 for the full control effect
#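 U2OS cells were transduced with wild-type KCNH2 virus (2.03 x 10^8 / mL) for 4 h at room temperature, then cultured overnight at 37 C. Thallium flux was read with FluxOr dye. Rate constants were normalized to DMSO controls.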
# TCR activator – activates T cell receptor signaling. primary human leukocytes, anti-CD3, IL-2 HTRF, 48 h. Potency, µM (titrated, usually from 9.22 µM), for the others: top-dose activation of IL-2 secretion, hits mostly activators. 330,000 tested, under 10 active. AID 504894; note: % of control where 0% means no effect
#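 HTRF read-out of IL-2 secretion: europium cryptate donor excited at 320nm, d2 acceptor emission at 665nm. Cells were primary human leukocytes incubated 48 hr with compounds and a-CD3 beads, supplying TCR signal only.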
# CXXC DNA block – inhibitors of human MLL CXXC domain-DNA interaction. Q03164. MLL-CXXC / FITC-HOXA9 DNA fluorescence polarization. Potency, µM (titrated, usually from 115 µM), for the others: top-dose activity change, negative = inhibition, usual class: inhibitors. 290,000 tested, 0.037% active. AID 2662; active = well fitted inhibition curve with a large enough effect in the polarisation, with a control signal flat, not every such curve was filed as active; inconclusive = small, poorly fitted or top-dose-only effect, or effect the other way, or a change in a side signal; inactive = no such curve, though single readings can be large or run the other way; the % refers to the polarisation; note: potency is the fitted concentration of half-maximal effect
#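 Steps: dispense CXXC domain solution (7 uM) → pin compounds or unlabeled HOX-A9 DNA control → 5 min ambient → add FLSN-HOX-A9 solution (50 nM) → spin → 30 min ambient → fluorescence polarization. Tris pH 7.5/NaCl/DTT/BSA buffer.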
# Giardia kill – Giardia lamblia killing; AID 540267; 340,000 tested, 0.15% active; Giardia lamblia trophozoite viability; activity change, % at 7.66 µM, hits read low; in the data active = activity change below about -80%; inconclusive = between about -30% and that limit;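 note: parasites exposed to compound for two days anaerobically before the ATP read; % is set by controls: 0 for no effect and ±100 for the full control effect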
#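 Anaerobic 48 hrs incubation at 37 deg C of 100 trophozoites/well with test compounds; ATPLite 1-Step luminescence, 15-30 min RT, reports cellular ATP as viability.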
# Tb PFK block – T. brucei PFK enzyme inhibition; Potency, µM (doses to about 57.5 µM), inactives show at the highest dose activity, negative = inhibition, actives largely listed as inhibitors; AID 485367; O15648; T. brucei PFK, ADP-Glo luminescence; 330,000 tested, 0.17% active;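 note: potency is the fitted concentration of half-maximal effect; 0% = uninhibited 1x PFK enzyme wells and -100% = no-enzyme wells; nearly all actives have a fitted effect of over 60% in size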
#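 Luminescent ADP detection (ADP-Glo, two-step: ATP depletion then ADP-to-ATP conversion for luciferase) reported PFK activity after 45 min room-temperature reaction of 1.25 nM enzyme with 0.5 mM F6P and 0.1 mM ATP at pH 8.0.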
# GALK inh – blocks human galactokinase activity. 270,000 tested, 0.007% active. Purified GALK, Kinase-Glo residual ATP luminescence. Potency, µM (series often up to 57.5 µM), for inactives: top-dose activity change, negative = inhibition, actives largely listed as inhibitors. P51570; note: potency is the fitted concentration of half-maximal effect; % is set by controls: 0 for no effect and ±100 for the full control effect
#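 Galactose (100 uM) and ATP (35 uM) were turned over by 5 nM GALK for 1 h at RT. Kinase-Glo Plus then converted the remaining ATP into a luminescent signal.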
# TSHR antagonist – human thyrotropin receptor antagonism | TSHR-expressing cells, TSH-stimulated cAMP HTRF, 2 h; hits give low values | activity change, negative = inhibition, % at 11.5 µM | 330,000 tested, 0.2% active;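 active = activity change below a set negative limit, meaning inhibition stronger than a set level, cut at about -70% in these data; inconclusive = activity change between two set negative limits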; note: % is set by controls: 0 for no effect and ±100 for the full control effect
# Target sequence (P16473 whole entry, looked up): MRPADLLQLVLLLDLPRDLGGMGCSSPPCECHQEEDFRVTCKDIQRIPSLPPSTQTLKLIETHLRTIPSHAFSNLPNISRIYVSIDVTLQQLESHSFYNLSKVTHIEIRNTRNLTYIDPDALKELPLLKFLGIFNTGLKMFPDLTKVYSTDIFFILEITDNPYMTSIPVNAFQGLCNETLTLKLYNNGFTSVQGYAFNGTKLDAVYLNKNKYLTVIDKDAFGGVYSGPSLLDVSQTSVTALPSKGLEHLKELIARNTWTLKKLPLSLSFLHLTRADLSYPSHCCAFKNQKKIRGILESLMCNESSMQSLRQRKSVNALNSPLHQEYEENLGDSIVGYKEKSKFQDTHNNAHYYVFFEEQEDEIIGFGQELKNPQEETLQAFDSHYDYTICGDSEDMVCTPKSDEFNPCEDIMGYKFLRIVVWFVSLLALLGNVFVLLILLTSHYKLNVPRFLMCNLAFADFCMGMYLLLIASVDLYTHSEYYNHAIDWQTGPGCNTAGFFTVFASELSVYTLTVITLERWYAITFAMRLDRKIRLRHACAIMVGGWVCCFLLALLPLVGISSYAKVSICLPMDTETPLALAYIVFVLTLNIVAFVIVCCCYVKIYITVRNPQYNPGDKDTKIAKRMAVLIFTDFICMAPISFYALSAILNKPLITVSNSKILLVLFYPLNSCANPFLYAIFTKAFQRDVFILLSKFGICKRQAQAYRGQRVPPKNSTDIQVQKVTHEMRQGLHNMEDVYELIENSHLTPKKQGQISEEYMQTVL
#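 Freshly harvested TSHR cells receive pin-tooled compound, then EC80 TSH at 4nM final. After 2 hours at 37 deg C, antibody in lysis buffer and cAMP-d2 are added; 30 minutes at ambient temperature precede the HTRF read.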
# Chronic BCR inh – inhibitors of chronic active B-cell receptor signaling | ABC-DLBCL IkBa-CBG/CBR reporter, luminescence ratio, 4 h | Potency, µM (highest dose often 46.1 µM), inactives show at the highest dose ratio change, negative = lower green/red ratio, hits mostly inhibitors | 340,000 tested, 0.05% active | AID 493014; active = well fitted inhibition curve with a large enough effect in the signal ratio, with a control signal flat, not every such curve was filed as active; inconclusive = small, poorly fitted or top-dose-only effect, or effect the other way, or a change in a side signal; the % refers to the signal ratio;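 note: potency is the fitted concentration of half-maximal effect; plate controls were basal doxycycline-induced cells for no effect and cells given 10 µM MG132 for full effect; MG132 reads +100%, hits lower the ratio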
#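 Concentration-response series (up to 46 uM) were applied to TMD8 dual-reporter cells for 4 h at 37C with doxycycline. Green/red ratio, after filter-overlap correction, defined %Activity; red signal alone was normalised to basal cells and zero luminescence.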
# A-T KAP1 phos – candidate therapy for ataxia-telangiectasia; Potency, µM (highest dose often 57.5 µM), inactives show top-dose activation, most hits filed as activators; AID 485349; 320,000 tested, 0.19% active; […] A-T fibroblasts, KAP-1 phosphorylation AlphaLISA; neocarzinostatin DNA damage 30 min before lysis; note: potency is the fitted concentration of half-maximal effect; % of control where 0% means no effect; nearly all actives have a fitted effect of over 45% in size
#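 hTERT-immortalized A-T patient fibroblasts ([…]), 500 cells/well in OPTI-MEM, 1% FBS, got compounds for 60 min, then NCS for 30 min at 37C. Lysates were then assayed for phospho-KAP-1 by AlphaLISA (anti-pKAP1 donor, anti-KAP1 acceptor beads), 6 hr at 25C.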
# * = called active by the depositor; ? = inconclusive; · = not tested or not shown; & = joins results of further samples; [ ] = dose if it differs, or a comment. Unless noted, calls come from the whole dose curve; as a rule, active = well fitted curve in the direction sought with a large enough effect; inconclusive = small, poorly fitted or top-dose-only effect, or another doubt; inactive = no such curve, though single readings can be large; an effect the other way counts as inactive or inconclusive.
SMILES,Coupling enz,hERG WT inh,TCR activator,CXXC DNA block,Giardia kill,Tb PFK block,GALK inh,TSHR antagonist,Chronic BCR inh,A-T KAP1 phos
CC(=O)c1cc(CN2C(=O)c3ccccc3C2=O)cs1,5,4,·,-4%,-16,5%,0%,8,-8%,8%
COc1cc(-c2c(C#N)c(N)nc(SCc3ccncc3)c2C#N)cc(OC)c1OC,-2,-23,0%,0%,15,-2%,-3%,-25,?,1%
Cc1cccc(C(=O)N[C@H](C(=O)Nc2nnc(C3CC3)s2)C(C)C)c1,-1,2,3%[46.1 µM],8%,-4,-8%,3%,1,-7%,6%
COc1ccc(Cc2noc(CN(C)Cc3ccc(-n4cccn4)cc3)n2)cc1OC,5,-15,8%,-8%,?,-3%,2%,-9,?,9%
Cc1ccc(NC(=O)N2CCC(C(=O)NCCC3=CCCCC3)CC2)cc1,-1,6,7%,0%,-8,1%,2%,-11,0%,9%
CCOc1ccccc1NC(=O)c1cc(S(=O)(=O)N2CCN(CC)CC2)ccc1Cl,·,-6,0%,?,-7,2%,-2%,-8,0%,18%
CC(=O)c1ccc(N2CCN(C(=O)c3cc(-c4ccncc4)nc4ccc(Br)cc34)CC2)cc1,1,4,3%,4%,-9,1%,-2%,-11,?,5%
Nc1c(Cl)ncnc1NCc1ccccc1,-1,8,2%,0%,-7,-1%,0%,-18,-1%,1%
Cc1ccc(S(=O)(=O)N2CCN(C(=O)c3ccc4nc[nH]c4c3)CC2)cc1,·,10,-40%,·,-27,-22%,·,-8,3%,-2%
COC(C[C@H]1O[C@H]1C(=O)COCc1ccccc1)OC,-1,-7,9%,11%,2,-6%,-2%,0,?,0%
N#Cc1ccsc1NC(=O)C1CCCN1S(=O)(=O)c1cccs1 (stereo not drawn),·,-5,2%,·,19,-9%,·,-2,0%,-4%
COc1ccccc1NC(=O)c1ccc(C)s1,1,-9,-2%,-1%,-6,-1%,2%,-1,-20%,2%
C/C(=N\N=C(/N)SC1CC(=O)N(c2ccc(Cl)cc2)C1=O)c1cccs1 (stereo not drawn),2,-6,-3%,8%,-20,-3%,-15%,6,?,-3%
CC(C)CCn1c(CN2CCN(Cc3ccccc3)CC2)nc2c1c(=O)n(C)c(=O)n2C,3,-5,3%,6%,-2,-3%,13%,-13,1%,3%
COc1ccc(S(=O)(=O)N2CCOC2CNC(=O)C(=O)NCc2ccco2)cc1 (stereo not drawn),-1,-10,1%,9%,3,2%,0%,-11,10%,0%
COc1cccc(-c2cc(C(=O)N3CCN(C(=O)c4ccco4)CC3)on2)c1,·,6,8%,2%,-14,-1%,-4%,3,0%,-9%
O=C(Nc1nncs1)C1CC(=O)N(CCc2ccc(F)cc2)C1 (stereo not drawn),1,5,-6%,9%,-11,8%,1%,16,0%,-4%
NS(=O)(=O)c1cccc(NC(=O)/C=C/c2cccs2)c1,0,-6,·,2%,1,-2%,-2%,1,?,0%
CCn1c(-c2ccccc2Cl)nn(CC(=O)NCCc2ccccc2)c1=S,0,-2,2%[46.1 µM],1%,4,-2%,0%,13,1%,4%
COCc1cc(C)nc(OCC(=O)N/N=C/c2ccc(-c3cccc([N+](=O)[O-])c3)o2)c1C#N,·,·,·,21%,·,2%,-5%,-14,8%,3%
S=C(NCc1ccccc1)NNc1nc2ccccc2[nH]1,-9,1,2%,-3%,-10,-21%,2%,3,-14%,11%
CC1(C)CC(=O)C2=C(C1)N(c1ccccc1)C(=O)C2(O)C(F)(F)F (stereo not drawn),-1,4,6%[46.1 µM],-8%,-21,-2%,2%,2,0%,5%
OCC[C@H]1C[C@@H](O)[C@H](O)[C@]2(CCCCO2)O1,2,-24,4%,-8%,-2,-4%,-1%,1,-2%,-9%
O=C(O)c1ccc(CNS(=O)(=O)c2ccc3ccccc3c2)cc1,1,12,3%,1%,-7,6%,-1%,-11,0%,3%
CCCCn1cnc2cc(C)c(C)cc21,0,-4,0%,7%,-10,-2%,0%,-5,4%,4%
# The list continues:
SMILES,Coupling enz,hERG WT inh,TCR activator,CXXC DNA block,Giardia kill,Tb PFK block,GALK inh,TSHR antagonist,Chronic BCR inh,A-T KAP1 phos
CCN(CC)S(=O)(=O)c1cc(NS(=O)(=O)c2cccc(Cl)c2Cl)ccc1C,6,8,-4%[46.1 µM],-3%,-1,-2%,0%,-21,?,0%
Cc1cc(C)nc(SCc2ccc(C(=O)NN=C3C4CC5CC(C4)CC3C5)cc2)n1,-1,2,-1%[46.1 µM],0%,0,-1%,-2%,3,-3%,-2%
CCCCCc1cc(=O)oc2c(C(CCN3CCCCC3)c3ccc(OC)cc3)c(OC)cc(OC)c12 (stereo not drawn),-1&4,?,2%,9%,17&-19,-2%,-1%,-5,?,-35%
O=C1OCc2cc(NC(=O)C3CCCO3)ccc21 (stereo not drawn),0,-16,-3%,-7%,-11,-2%,-2%,-4,0%,-5%
COc1ccccc1/C=N/NC(=O)c1ccccc1NS(=O)(=O)c1ccc(C)cc1,10,3,-5%[46.1 µM],12%,-7,0%,·,-7,4%,0%
O=C(O)c1ccc(C(=O)c2ccc3c(c2)C(=O)N(CCO)C3=O)cc1,2,11,-4%,-1%,3,5%,0%,-3,?,-1%
OCCCc1nc2n(n1)C(c1cccs1)C=C(c1ccccc1)N2 (stereo not drawn),2,·,·,?,·,3%,1%,10,23%,-2%
O=C1c2ccc([N+](=O)[O-])cc2NC(c2ccco2)N1/N=C/c1ccco1 (stereo not drawn),-25,14,-6%,0%,-29,0%,-6%,4,?,36%
CCOC(=O)C1=C(C)NC(=O)NC1c1ccc(OC(C)C(=O)O)c(OC)c1 (stereo not drawn),3,1,-5%,0%,-8,-5%,-5%,4,-2%,2%
Cc1noc(-c2ccc(C(F)(F)F)cc2)c1NC(=O)Nc1ccc(Cl)cc1,-3,3,-3%,-12%,3,-6%,·,-3,9%,-6%
Cc1cccc(N2CCN(Cc3ccc([N+](=O)[O-])o3)CC2)c1C,-3,5,-3%,2%,-86*,2%,0%,-4,4%,5%
Cn1c(CNc2ccccc2)nc2ccccc21,2,-2,1%,-2%,-4,-9%,2%,7,7%,0%
COc1ccc(CCNC(=O)NC(C(F)(F)F)C(F)(F)F)cc1OC,0,-8,-3%,-5%,9,-11%,0%,-3,10%,-1%
C/C(=N/NS(=O)(=O)c1ccc(Cl)cc1)c1cccc(NC(=O)c2ccc(Cl)cc2Cl)c1,1,-3,5%,4%,-4,1%,-1%,-17,?,-5%
Cc1onc(-c2ccccc2)c1C(=O)NCc1ccco1,3,-1,-3%,-16%,-6,-8%,1%,5,0%,2%
Cc1cccc(-c2nc(CN3CCCC(C(=O)NC4CCCC4)C3)c(C)o2)c1 (stereo not drawn),2,38,-3%,-5%,32[activator],-4%,1%,4,8%,1%
CCc1nnc(NC(=O)CSc2nc(C3CCCCC3)nc3ccccc23)s1,0,-17,·,0%,-13,0%,-1%,7,?,0%
COc1ccc2cc(C(=O)Nc3ccc(O)cc3)sc(=O)c2c1OC,-1,0,2%[46.1 µM],5%,-17,21%,-3%,-11,?,4%
CCn1nnnc1SCC(=O)N(C1CCCCC1)C1CCCCC1,3,1,-6%,-2%,29,-4%,-2%,7,2%,4%
COc1ccc(-c2cc(C(=O)O)[nH]n2)cc1OC,0,9,14%,7%,-3,1%,0%,-9,-2%,-1%
CS(=O)(=O)c1ccc(Cl)c(NC(=O)Cc2ccsc2)c1,·,8,2%,22%,-2,0%,-5%,-48,0%,1%
COc1ccccc1C(=O)Nc1ccc(OCc2nnc3c4ccccc4c(C)nn23)cc1,0,-1,2%[46.1 µM],3%,-5,?,1%,5,?,-6%
O=Cc1ccc(O)c(O)c1,-2,-3,1%,-1%,-21,-14%,0%,5,6%,-3%
CC(=O)Nc1ccc(NC(=O)COC(=O)c2ccccc2C(=O)c2ccccc2)cc1,·,-1,-3%,·,-14,17%,·,-2,?,9%
CC(=O)N1CCOc2ccc(S(=O)(=O)N3CCC(C(=O)Nc4cc(C)ccc4C)CC3)cc21,-1,4,2%,5%,-14,2%,0%,-2,-1%,4%

# Among those listed so far, these contain a CF3 group.
SMILES,Coupling enz,hERG WT inh,TCR activator,CXXC DNA block,Giardia kill,Tb PFK block,GALK inh,TSHR antagonist,Chronic BCR inh,A-T KAP1 phos
CC1(C)CC(=O)C2=C(C1)N(c1ccccc1)C(=O)C2(O)C(F)(F)F (stereo not drawn),-1,4,6%[46.1 µM],-8%,-21,-2%,2%,2,0%,5%
Cc1noc(-c2ccc(C(F)(F)F)cc2)c1NC(=O)Nc1ccc(Cl)cc1,-3,3,-3%,-12%,3,-6%,·,-3,9%,-6%
COc1ccc(CCNC(=O)NC(C(F)(F)F)C(F)(F)F)cc1OC,0,-8,-3%,-5%,9,-11%,0%,-3,10%,-1%

# An unsorted share of the library; 1.6% or so of the library scored in one or more.
